Screening data from PubChem.
V1aR counter – counter-screen for oxytocin receptor agonists: human V1a receptor agonists; P37288; CHO-V1R cells, Fluo-8 calcium fluorescence, agonist mode; 0% DMSO, 100% 3 nM vasopressin; activation, % at 3 µM; hit rate 0.25% among 320,000; AID 2797;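 active = activation above the mean activation of all tested compounds plus 3 SD, per screening run, cut at about 20% in these data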;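 also: signal is peak over basal fluorescence ratio across a 100 second FLIPR read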
GPR7 antag – blocks human GPR7 receptor signaling; P48145; GPR7-expressing cells, fluorescence antagonist assay; inhibition, % at 4.4 µM; hit rate 1.1% among 290,000; in the data active = inhibition above about 16%, passing the limit was not always enough;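 also: cells stimulated with the agonist NPW; 0% = agonist with vehicle and 100% = vehicle without agonist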
Target sequence (P48145 whole entry, looked up): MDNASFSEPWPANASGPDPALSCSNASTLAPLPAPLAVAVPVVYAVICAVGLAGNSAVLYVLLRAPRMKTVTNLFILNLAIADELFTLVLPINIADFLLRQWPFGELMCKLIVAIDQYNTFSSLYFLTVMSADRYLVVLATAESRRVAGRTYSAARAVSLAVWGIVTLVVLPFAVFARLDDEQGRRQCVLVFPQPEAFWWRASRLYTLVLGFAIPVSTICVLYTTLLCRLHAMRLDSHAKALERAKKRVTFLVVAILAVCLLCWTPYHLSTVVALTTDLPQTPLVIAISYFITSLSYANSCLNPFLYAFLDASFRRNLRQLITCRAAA
CHO parental Ca – counter-screen: ATP calcium response change in parental CHO cells | parental CHO-K1, ATP-induced calcium, Fluo-8 fluorescence | inhibition, % at 5.6 µM | hit rate 0.63% among 330,000 | AID 463079;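 active = inhibition above that plate's mean sample inhibition plus 3 SD, cut at about 26% in these data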;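 also: 0% = ATP-challenged DMSO wells and 100% = DMSO wells without ATP; some compounds past the cut are filed as inactive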
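Test system: parental CHO cells; detection: calcium-sensitive Fluo-8 fluorescence; evaluation: percent inhibition of calcium signal; also added: ATP as calcium-mobilizing challenge; repeats: one well per compound; control set: ATP-challenged DMSO wells low, unchallenged DMSO wells high; compound: single nominal dose of 5.6 µM per compound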
OXTR ag – human OXTR agonism | P30559 | CHO-OTR cells, Fluo-8 calcium fluorescence; normalized: DMSO 0%, oxytocin 100% | activation, % at 3 µM | hit rate 0.32% among 320,000;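 active = activation above the mean of all tested compounds plus 3 SD, cutoff set per screening run, cut at about 20% in these data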;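 also: peak over basal fluorescence ratio from a 100 s FLIPR kinetic read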
Target sequence (P30559 whole entry, looked up): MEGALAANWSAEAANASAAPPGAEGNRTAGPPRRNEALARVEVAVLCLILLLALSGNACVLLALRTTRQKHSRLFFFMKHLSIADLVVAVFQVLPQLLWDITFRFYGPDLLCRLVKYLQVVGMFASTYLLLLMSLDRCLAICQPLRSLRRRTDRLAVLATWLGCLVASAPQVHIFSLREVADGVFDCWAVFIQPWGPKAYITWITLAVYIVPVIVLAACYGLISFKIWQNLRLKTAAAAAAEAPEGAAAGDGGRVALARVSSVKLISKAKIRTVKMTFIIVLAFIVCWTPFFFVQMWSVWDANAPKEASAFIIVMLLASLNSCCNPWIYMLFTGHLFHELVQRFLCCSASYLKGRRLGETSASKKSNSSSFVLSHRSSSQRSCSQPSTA
TAAR1 antag – human TAAR1 antagonism; Q96RJ0; CHO RD-HGA16 TAAR1, Fluo-8 calcium fluorescence, antagonist; inhibition, % at 3 µM; hit rate 1.5% among 360,000;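 active = inhibition above a per-plate cutoff, the mean inhibition of test compounds on that plate plus 3 SD, cut at about 49% in these data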;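 also: 0% = DMSO plus EC80 beta-PEA response and 100% = DMSO alone without agonist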
Target sequence (Q96RJ0 whole entry, looked up): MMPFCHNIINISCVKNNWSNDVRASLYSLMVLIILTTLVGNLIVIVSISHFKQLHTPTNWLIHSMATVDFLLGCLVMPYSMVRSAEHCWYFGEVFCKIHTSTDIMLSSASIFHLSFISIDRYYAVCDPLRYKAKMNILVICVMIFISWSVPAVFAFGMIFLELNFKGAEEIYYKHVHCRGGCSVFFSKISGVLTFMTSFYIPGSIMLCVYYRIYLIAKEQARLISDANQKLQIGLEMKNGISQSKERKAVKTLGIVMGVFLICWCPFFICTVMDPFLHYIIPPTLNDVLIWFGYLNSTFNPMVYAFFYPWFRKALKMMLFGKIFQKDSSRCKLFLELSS
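System: RD-HGA16 CHO cells with stable hTAAR1 and Gα16 | Probe or stimulus: EC80 β-phenethylamine stimulus | Dosing: 3 µM, single point | Times: Dye loading 75 min at 37 °C, then 30 min room temperature | Measured by: Fluo-8 calcium-sensitive fluorescence | Read-out basis: % inhibition of agonist calcium response | Replicates: n of 1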
M1 PAM parental – counter-screen for M1 PAMs: effect in parental CHO-K1 cells; activation, % at 3 µM; hit rate 0.02% among 360,000; ATP EC20, Fluo-8 calcium fluorescence; 0% at ATP EC20, 100% at ATP max;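 active = activation above the run cutoff, the mean activation of all test compounds plus 3 SD, cut at about 40% in these data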;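 also: peak over basal fluorescence ratio in a 140 s read after ATP addition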
M1 ag parental – M1 agonist counterscreen hit in parental CHO-K1 cells. Fluo-8 calcium fluorescence; scaled to maximal ATP response, vehicle zero. hit rate 0.48% among 360,000. activation, % at 3 µM; in the data active = activation above about 15%;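 also: untransfected CHO-K1 host cells lacking M1 receptor as counterscreen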
OXTR potentiator – human OXTR potentiation. P30559. CHO-OTR cells, Fluo-8 calcium fluorescence, potentiator mode; 0% = oxytocin EC15, 100% = EC100. hit rate 0.061% among 320,000. activation, % at 3 µM;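 active = activation above that plate's cutoff, the mean activation of tested compounds plus 3 SD, cut at about 6.6% in these data, passing the limit was not always enough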;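 also: 100% uses oxytocin at 75 nM as the full agonist control; some results filed as inactive read as strong as hits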
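Assay system: CHO cell line stably expressing human OTR. Reagent: EC15 oxytocin agonist. Dosing: single dose, 3.0 µM nominal final compound concentration. Timing: compound 6 min at room temperature before oxytocin, 100 s read. Signal: kinetic Fluo-8 calcium fluorescence. Controls: oxytocin EC15 low and EC100 high.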
CHO-K1 Ca antag – counter-screen for M1 antagonists: effect in parental CHO-K1 cells; ATP-induced calcium, Fluo-8 fluorescence; inhibition, % at 3 µM; hit rate 0.6% among 360,000;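 active = inhibition above a per-plate cutoff, the plate's mean sample inhibition plus 3 SD, cut at about 24% in these data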;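 also: 0% = DMSO plus EC80 ATP and 100% = DMSO alone without ATP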
* marks the source's active call; other numbers are inactive results; · = no result given. Outcome played no part in choosing rows; any-hit rate near 3.5%.

| Molecule | CHO parental Ca | GPR7 antag | M1 ag parental | V1aR counter | TAAR1 antag | OXTR potentiator | M1 PAM parental | OXTR ag | CHO-K1 Ca antag |
| --- | --- | --- | --- | --- | --- | --- | --- | --- | --- |
| COCCNC(=O)C(c1ccc(Cl)cc1)N(C(=O)Cn1nnc2ccccc21)c1cccnc1 (stereo unspecified) | -18 | 1 | -0.2 | 1.4 | · | -8 | 12 | -0.6 | 4 |
| Cc1ccccc1CNC(=O)c1csc([C@H]2C[C@H](O)[C@@H](CO)O2)n1 | · | · | -0.1 | · | -16 | · | -7 | · | 3 |
| COC(=O)CSc1nnc(CCc2nc3ccccc3[nH]2)n1C | -2 | -13 | 0.0 | 0.6 | 2 | -2 | 15 | -0.3 | -12 |
| COc1ccc(NC(=O)CN(C)C(=O)CNC(=O)c2sc3ccccc3c2Cl)cc1 | -15 | · | 0.4 | 1.3 | -21 | -6 | -9 | -0.2 | 2 |
| COC(=O)c1ccccc1S(=O)(=O)N(Cc1cc2cc3c(cc2[nH]c1=O)OCO3)C1CCCCC1 | -20 | -7 | · | -1.4 | · | 2 | · | -1.5 | · |
| Cc1ccc(NC(=O)c2nc[nH]c2C(=O)NCC(=O)OC(C)(C)C)cc1 | -8 | · | 0.6 | -1.2 | 14 | -3 | 6 | -1.0 | 7 |
| O=C(Cn1cnc2c(nnn2Cc2ccc(F)cc2)c1=O)OCc1ccccc1 | 8 | -11 | 0.0 | 2.2 | 20 | -8 | 4 | 2.1 | 3 |
| O=C(c1cc2cc(F)ccc2[nH]1)N1CCN(c2cccc(Cl)c2)CC1 | -17 | 1 | 0.5 | 1.1 | -4 | -3 | -9 | -0.6 | -14 |
| CC(C)(C)C1CCC(OC(=O)CCC(=O)Nc2ccccc2)CC1 (stereo unspecified) | -15 | -4 | 0.4 | 1.3 | 6 | -7 | 18 | -1.7 | -5 |
| CC(C(=O)NCCCc1ccccc1)c1ccc([N+](=O)[O-])cc1 (stereo unspecified) | 1 | 22* | 1.5 | 7.6 | 3 | -8 | 1 | 4.4 | 6 |
| CCOc1ccc(/C=C/C(=O)OCC(=O)c2ccccc2OC)cc1OC | -22 | · | 0.6 | 0.2 | · | -8 | 11 | -0.6 | 2 |
| COc1ccc(Nc2nc(C)cc(=O)[nH]2)cc1 | 0 | -3 | -0.1 | -0.5 | 8 | -12 | -6 | 0.4 | 16 |
| Cn1c(CCNS(=O)(=O)c2ccccc2)nnc1SCc1cccnc1 | -13 | -6 | 0.1 | 0.5 | 6 | -2 | -2 | 0.3 | -2 |
| CCn1c(=O)c([N+](=O)[O-])c(Cl)c2ccccc21 | 18 | 26 | 1.9 | -0.7 | · | -4 | 0 | -2.1 | 12 |
| Cc1cccc(NC(=S)NCc2ccc3c(c2)OCO3)c1 | -18 | -5 | 2.0 | 3.9 | 7 | -2 | 18 | 0.7 | -12 |
| CC1(C)Cc2c(c(-c3ccco3)nc3sc4c(NCCCO)ncnc4c23)CO1 | -14 | 7 | 0.3 | 0.4 | -19 | -8 | 18 | -0.2 | -10 |
| CN(C)CC(CCCCC(CN(C)C)C(=O)c1ccccc1)C(=O)c1ccccc1 (stereo unspecified) | -9 | -4 | 0.9 | 0.6 | -27 | -5 | 5 | 1.7 | -8 |
| O=C(CN1CCN(C(=O)c2cncn2-c2ccc(F)cc2)CC1)Nc1ccccc1C(F)(F)F | -18 | · | 1.2 | 0.7 | -7 | 3 | 7 | 1.5 | -15 |
| c1ccc(NCCSc2nc3ccccc3s2)cc1 | · | · | 0.0 | · | -17 | · | 12 | · | 3 |
| Cc1ccc(N2CCN(C(=O)C3CCN(S(=O)(=O)c4cccc5nsnc45)CC3)CC2C)cc1 (stereo unspecified) | · | · | 4.1 | · | 0 | · | -2 | · | 3 |
| COC(=O)c1cc(S(=O)(=O)N2CCCC(C)C2)c[nH]1 (stereo unspecified) | 13 | 1 | 9.2 | 1.4 | -8 | -7 | -2 | -0.4 | 0 |
| COc1ccc(CN2CCNC(=O)C2CC(=O)NCC2CCOCC2)cc1C (stereo unspecified) | · | 9 | 1.0 | · | -36 | · | 2 | · | -7 |
| CCSc1nc2sc3c(c2c(=O)n1-c1ccccc1C)CCN(C)C3 | -21 | -11 | 0.8 | 0.2 | -14 | -8 | 2 | -0.7 | -2 |
| CCOc1cc(CNCCO)cc(Br)c1OCc1cccs1 | -2 | 1 | 11 | 5.8 | · | -5 | 18 | 7.2 | -6 |
| O=C(Nc1ccc2c(c1)OCO2)C1CCN(S(=O)(=O)c2ccc3c(c2)OCCO3)CC1 | 1 | 0 | 0.3 | 1.8 | 20 | -12 | -15 | 1.5 | 23 |
| CSc1ccc(/C=C/C(=O)Nc2ccccc2)cc1 | 0 | 0 | 3.2 | 0.2 | -16 | -17 | 4 | -2.2 | -3 |
| Cc1cc(C2C(C#N)=C(N)OC3=C2C(=O)CC(C)(C)C3)c(C)s1 (stereo unspecified) | -3 | 3 | 0.1 | 0.1 | 4 | -14 | 8 | -1.5 | 4 |
| CCc1ccc(OCC(=O)N/N=C(\C)c2ccc(O)cc2O)cc1 | -6 | -14 | 0.9 | 0.8 | 7 | -17 | 7 | 0.5 | -9 |
| CC(C)CC1NC(=O)c2cc(Cl)ccc2-n2c1nc1ccccc1c2=O (stereo unspecified) | -14 | · | · | -1.1 | -7 | 8 | · | -2.0 | · |
| CC(CN1CCN(C)CC1)OC(=O)c1cccc(F)c1 (stereo unspecified) | -4 | -2 | 0.1 | 0.0 | -6 | -9 | 2 | 0.1 | -2 |
| Cc1ccc(-n2c(COc3ccccc3)n[nH]c2=S)cc1 | 1 | -8 | 12 | 1.5 | -3 | -16 | 31 | 0.4 | -9 |
| O=C1CCC(C(=O)OC(C(=O)Nc2cc(Cl)cc(Cl)c2)c2ccccc2)=NN1 (stereo unspecified) | -15 | · | 0.2 | 0.5 | 13 | -8 | -7 | 1.0 | -6 |
| Cc1cc(NS(=O)(=O)c2ccc(NC(=O)c3ccc(F)cc3)cc2)nc(C)n1 | -13 | · | 0.3 | 3.1 | -1 | 4 | 12 | 1.6 | -2 |
| O=P(O)(O)C(O)C(F)(F)C(F)(F)C(F)(F)C(F)F (stereo unspecified) | 0 | 21 | 1.6 | 0.2 | 7 | -10 | 24 | 0.6 | -8 |
| Cc1ccccc1C(=O)NC1CCN(CC(=O)N2CCCCC2C)CC1 (stereo unspecified) | -6 | -5 | 0.8 | 0.5 | 9 | -4 | 0 | 0.9 | -8 |
| CCS(=O)(=O)N1Cc2ccccc2CC1C(=O)Nc1ccc(OC)c(OC)c1 (stereo unspecified) | -3 | -4 | -0.5 | -0.1 | 5 | 4 | 6 | 0.5 | -9 |
| O=C(Nc1ccc(N2CCOCC2)c(Cl)c1)c1ncn[nH]1 | -12 | -3 | 0.4 | -0.9 | -23 | -13 | 0 | -0.7 | -7 |
| Cc1cc(=O)oc2cc(OCC(=O)OCC(=O)NCc3ccc4c(c3)OCO4)ccc12 | 2 | 6 | 1.0 | -0.7 | 0 | -9 | 14 | -0.4 | -6 |
| Cn1nnnc1SCC(=O)NC(=O)c1cccc([N+](=O)[O-])c1 | 8 | 8 | 0.5 | 0.9 | -7 | -3 | 11 | 0.3 | -4 |
| Cc1ccc(OCC(=O)c2cc(C)n(-c3cc(C)on3)c2C)c([N+](=O)[O-])n1 | · | · | 1.3 | · | 9 | · | 22 | · | 1 |
| O=c1[nH]c(NCCO)nnc1Cc1ccc(Cl)cc1 | -3 | -11 | 0.6 | 0.3 | -10 | -6 | -3 | 0.7 | -2 |
| Cc1cc(C(=O)Nc2ccc(Cl)c(S(=O)(=O)N3CCOCC3)c2)c2ccccc2n1 | -5 | · | 7.4 | 10 | 17 | -13 | 11 | 8.6 | -15 |
| Cc1[nH]c2ccccc2c1/C=N/Nc1nc2ccccc2[nH]1 | 7 | -5 | 1.1 | 2.0 | 4 | -7 | -8 | 2.3 | 1 |
| COc1cc(C(=O)O/N=C2/C=CC(=O)C(C)=C2C)cc(OC)c1OC | · | -5 | 0.5 | · | 3 | · | 9 | · | -6 |
| Cc1ccc(-c2nc(N)sc2CC(=O)OCC(=O)NCCC(C)C)cc1 | -21 | -6 | 0.1 | -0.1 | 3 | 0 | 14 | -0.8 | -6 |
| CCCCC(CC)CNC(=O)CCCCn1c(=O)[nH]c2ccsc2c1=O (stereo unspecified) | -7 | -7 | 1.4 | -0.2 | -22 | 2 | -11 | -1.0 | -2 |
| COc1ccccc1NC(=O)COC(=O)c1cnc(C)cn1 | 1 | -4 | 0.2 | 0.3 | 17 | -2 | 13 | 0.3 | -12 |
| CCc1cc(C(=O)Nc2ccc(C)cc2Br)cs1 | -10 | -15 | 0.2 | -1.4 | -12 | -19 | 28 | -2.7 | -15 |
| O=C1CCN(CCc2ccccc2)CCN1[C@H](COc1ccccc1)c1ccccc1 | -16 | 0 | 1.3 | -0.9 | 38 | -12 | 18 | -1.2 | -18 |
| C=CCSc1nnc(Cc2cc(=O)[nH]c(=O)[nH]2)n1-c1cc(C)ccc1C | 0 | 5 | -0.2 | 0.9 | -3 | 4 | -1 | 1.4 | 11 |

Further results follow:
| Molecule | CHO parental Ca | GPR7 antag | M1 ag parental | V1aR counter | TAAR1 antag | OXTR potentiator | M1 PAM parental | OXTR ag | CHO-K1 Ca antag |
| --- | --- | --- | --- | --- | --- | --- | --- | --- | --- |
| Nc1cccc(O)c1 | -4 | · | -0.1 | 0.3 | -9 | 1 | 10 | 0.8 | -9 |
| O=c1c2c(nc3nc(NCc4cccc5ccccc45)[nH]n13)CCC2 | -14 | -5 | -0.3 | -0.4 | -22 | -6 | 12 | 0.1 | 0 |
| CCC(=O)c1c[nH]c(C(=O)NCc2ccccc2OC)c1 | -9 | -6 | 0.4 | 1.1 | -2 | -7 | 12 | -0.6 | 0 |
| Cc1ccc(NC(=O)Cc2ccccc2)cc1S(=O)(=O)N1CCOCC1 | -10 | · | 1.7 | 1.7 | -13 | -4 | 7 | 4.0 | 2 |
| Cc1nc2ccccc2cc1C(=O)NCc1ccco1 | -10 | -15 | 1.4 | 2.1 | 3 | -12 | -1 | 1.9 | 8 |
| COCc1nc(-c2ccc(-c3ccc(C)cc3)nc2OC)no1 | -1 | -1 | -0.3 | -0.9 | -8 | -7 | -3 | -1.7 | 17 |
| CCCc1nc2scc(-c3ccc(C)cc3)c2c(=O)n1N | 7 | -21 | 5.6 | 3.6 | 8 | -15 | 16 | 5.7 | -7 |
